Source: PubChem
TCR CD3 inh – human TCR-CD3 binding inhibition. TAMRA-labeled TCR probe fluorescence, biochemical. AID 651800. inhibition, % at 9.4 µM. 360,000 compounds, 0.37% hits; in the data active = inhibition above about 19%;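 also: recombinant mutant TCR 2C K166C tagged with TAMRA read by polarization; 0% = receptor in buffer alone and 100% = receptor with positive control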
TDP2 absorb – blocks human TDP2 phosphodiesterase activity. O95551. recombinant TDP2, T5PNP hydrolysis, p-nitrophenol absorbance 415 nm. inhibition, % at 12.8 µM. 370,000 compounds, 0.34% hits. AID 720702;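 active = inhibition above the mean of all tested compounds plus 3 SD, set per campaign, cut at about 25% in these data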;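 also: 0% = DMSO with enzyme and 100% = buffer with substrate but no TDP2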
Target sequence (O95551 whole entry, looked up): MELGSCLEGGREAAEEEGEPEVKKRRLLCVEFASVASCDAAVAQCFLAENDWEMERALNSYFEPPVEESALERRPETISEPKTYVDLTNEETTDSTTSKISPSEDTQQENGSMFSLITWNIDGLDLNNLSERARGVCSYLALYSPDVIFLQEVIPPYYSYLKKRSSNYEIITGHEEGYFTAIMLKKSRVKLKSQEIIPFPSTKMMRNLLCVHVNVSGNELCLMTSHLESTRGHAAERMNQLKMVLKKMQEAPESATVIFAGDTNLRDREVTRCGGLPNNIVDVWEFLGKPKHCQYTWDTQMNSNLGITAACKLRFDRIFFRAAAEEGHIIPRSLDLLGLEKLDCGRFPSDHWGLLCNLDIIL
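Assay system: recombinant human TDP2 / Reagent: T5PNP substrate at 5 mM, a TopII-DNA adduct mimic / Measured by: epi absorbance from released p-nitrophenol / Evaluation: % inhibition relative to enzyme-containing and enzyme-free wells / Control set: enzyme-free and DMSO wells / Replicates: each compound tested once, singlicate / Schedule: enzyme reaction with compound for 2 h at 37 °C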
Tn7 DDE FP – disrupts Tn7 cyclic peptide binding to fibrin D-Dimer-E complex | P02675 | FP displacement of FITC-Tn7 peptide from fibrin DD(E); 0% = median of compound wells per plate | inhibition, % at 8.3 µM | 370,000 compounds, 0.13% hits;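 active = inhibition above the mean of compounds falling within the control limits plus 3 SD of them, cut at about 14% in these data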;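 also: 0% = plate median of compound wells and 100% = 10 µM Aha-Tn7 peptide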
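system = human fibrin DD(E) protein | quantity = DD(E) 2 µM final | medium = Tris/NaCl/CaCl2 buffer, pH 7.8 | also added = labelled Tn7 tracer, 0.1 µM | compound dosing = single point at 8.3 µM | timing = compound with protein 10 min, then 3 h after probe, room temperature | signal = FP measurement | benchmarks = Aha-Tn7 high control | repeats = one replicate per compound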
PRMT1 FP inh – PRMT1 (human) inhibition, primary screen; inhibition, % at 2.79 µM; AID 652257; 370,000 compounds, 1.3% hits; Q99873; recombinant PRMT1, activity-based probe fluorescence polarization;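 active = inhibition above about 21% made by adding two undisclosed values, limit read from the data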
Target sequence (Q99873 whole entry, looked up): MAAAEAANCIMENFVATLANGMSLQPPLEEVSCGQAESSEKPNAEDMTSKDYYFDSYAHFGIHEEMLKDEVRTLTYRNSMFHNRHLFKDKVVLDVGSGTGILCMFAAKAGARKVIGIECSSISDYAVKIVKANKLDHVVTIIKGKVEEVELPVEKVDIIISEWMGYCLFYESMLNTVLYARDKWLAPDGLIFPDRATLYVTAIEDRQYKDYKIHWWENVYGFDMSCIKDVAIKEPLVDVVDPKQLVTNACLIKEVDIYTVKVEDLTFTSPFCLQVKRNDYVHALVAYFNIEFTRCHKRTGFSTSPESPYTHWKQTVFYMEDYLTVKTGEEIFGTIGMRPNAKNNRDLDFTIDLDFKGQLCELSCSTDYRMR
UHRF1 MBD2 ctr – UHRF1 methyl-DNA binding inhibition; Q96T88; UHRF1 binding to methylated oligo, TR-FRET; inhibition, % at 4.4 µM; 370,000 compounds, 0.75% hits; in the data active = inhibition above about 21%;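 also: UHRF1 SRA domain binding a hemimethylated CpG hairpin DNA probe; 0% = median of test compound wells and 100% = reference inhibitor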
mABHD4 FP – ABHD4 (mouse) inhibition, primary FP screen. Q8VD66. 370,000 compounds, 0.54% hits. inhibition, % at 8.92 µM. purified mABHD4, FP-Rh probe fluorescence polarization;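 active = inhibition exceeding the mean over every tested compound plus 3 SD, cut at about 30% in these data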;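 also: 0% = plate median of compound wells and 100% = S159A mutant with DMSO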
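Assay system: Wild-type mouse ABHD4 protein | Medium: HEPES pH 7.0 buffer, 150 mM NaCl, 0.01% Pluronic F-127 | Incubation: Enzyme–compound pre-incubation 45 min, then probe 60 min, both 25 °C | Technique: Fluorescence polarization with parallel and perpendicular emission, 525/598 nm | Evaluation: % inhibition of FP-Rh probe binding versus controls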
SIAE primary – blocks human sialic acid acetylesterase. inhibition, % at 9.66 µM. SIAE FP-Rh probe binding, fluorescence polarization. AID 1053197. 370,000 compounds, 0.69% hits. Q9HAT2;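 active = inhibition above a cutoff: mean of compounds within the control limits plus 3 SD of those, cut at about 17% in these data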;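 also: 0% = plate median of compound wells and 100% = probe without SIAE protein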
PG9 binder – small molecules binding HIV-1 gp120 antibody PG9; TR-FRET gp120-PG9 antibody binding; inhibition, % at 6.7 µM; 360,000 compounds, 0.43% hits; AID 624416; in the data active = inhibition above about 8.5%
LEDGF integ inh – blocks HIV-1 LEDGF/p75-dependent DNA integration | TR-FRET IN-LEDGF/p75 DNA integration, Eu/Cy5 | inhibition, % at 3.7 µM | 370,000 compounds, 0.64% hits | AID 743269;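 active = inhibition above the screen-wide mean plus 3 SD, cut at about 13% in these data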;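 also: signal is the Cy5 over europium emission ratio at 671 and 618 nm; 0% = plate median of compound wells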
HTRA1 inhibitor – blocks human HTRA1 serine peptidase. AID 504803. recombinant HTRA1, FP-rhodamine activity-based probe, fluorescence polarization. 340,000 compounds, 0.5% hits. inhibition, % at 5.96 µM; in the data active = inhibition above about 36%;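 also: 0% = enzyme with DMSO and 100% = wells lacking enzyme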
* = called active by the depositor; / = not tested or not shown.

SMILES	TCR CD3 inh	TDP2 absorb	Tn7 DDE FP	PRMT1 FP inh	UHRF1 MBD2 ctr	mABHD4 FP	SIAE primary	PG9 binder	LEDGF integ inh	HTRA1 inhibitor
Cc1cccc2c(C(=O)Nc3ccc(Br)cc3)cc(-c3ccccn3)nc12	0	-17	1	10	4	-11	-4	-1.0	-3	-1
CSc1ccc(Cn2c(C)c(C(=O)NCc3ccc4c(c3)OCCO4)sc2=O)cc1	7	-6	5	-2	-2	-20	-2	0.3	6	/
Cc1cc(C)c2c(n1)SCC(=O)N2CC(=O)Nc1ccc(C)c(C)c1	-2	7	3	4	-1	3	0	-1.3	-1	6
O=C(CNC(=O)c1cccc(Br)c1)N/N=C/c1cn[nH]c1-c1ccccc1	5	0	0	-3	13	-8	-12	-2.0	-3	-24
COc1ccc(Cc2cnc(N)s2)cc1	3	3	1	-2	-2	2	6	1.0	-1	3
NNC(=S)Nc1ccc(S(=O)(=O)N2CCOCC2)cc1	-5	9	10	1	-1	2	10	-0.8	-3	-2
O=C(COC(=O)c1c[nH]c(=O)[nH]c1=O)Nc1cccc([N+](=O)[O-])c1	-5	11	0	-2	-3	-3	-2	-0.5	0	1
CC(=O)Nc1ccccc1OC(=O)N1CCOCC1	-4	-9	-4	1	9	4	-1	-1.1	-3	-3
CCOc1ccc2nc(SCC(=O)NCc3ccc(OC)c(OC)c3)[nH]c2c1	-6	-4	-10	1	0	-1	-2	-2.2	0	2
CCc1c(C)c(C#N)c2nc3ccccc3n2c1NCCN(C)C	1	10	-1	-2	-3	7	13	-0.9	-4	-2

Entries listed so far that have a halogen (two):
SMILES	TCR CD3 inh	TDP2 absorb	Tn7 DDE FP	PRMT1 FP inh	UHRF1 MBD2 ctr	mABHD4 FP	SIAE primary	PG9 binder	LEDGF integ inh	HTRA1 inhibitor
Cc1cccc2c(C(=O)Nc3ccc(Br)cc3)cc(-c3ccccn3)nc12	0	-17	1	10	4	-11	-4	-1.0	-3	-1
O=C(CNC(=O)c1cccc(Br)c1)N/N=C/c1cn[nH]c1-c1ccccc1	5	0	0	-3	13	-8	-12	-2.0	-3	-24

Back to the main list; the 4 compounds before the break are reprinted first.
SMILES	TCR CD3 inh	TDP2 absorb	Tn7 DDE FP	PRMT1 FP inh	UHRF1 MBD2 ctr	mABHD4 FP	SIAE primary	PG9 binder	LEDGF integ inh	HTRA1 inhibitor
O=C(COC(=O)c1c[nH]c(=O)[nH]c1=O)Nc1cccc([N+](=O)[O-])c1	-5	11	0	-2	-3	-3	-2	-0.5	0	1
CC(=O)Nc1ccccc1OC(=O)N1CCOCC1	-4	-9	-4	1	9	4	-1	-1.1	-3	-3
CCOc1ccc2nc(SCC(=O)NCc3ccc(OC)c(OC)c3)[nH]c2c1	-6	-4	-10	1	0	-1	-2	-2.2	0	2
CCc1c(C)c(C#N)c2nc3ccccc3n2c1NCCN(C)C	1	10	-1	-2	-3	7	13	-0.9	-4	-2
COCCNC(=O)C1CCC(=O)N(c2ccc(OC)cc2)C1c1ccc(OC)c(OC)c1 (centres undefined)	3	15	-3	-1	23*	1	9	-0.8	5	4
CC(C)CCN(C(=O)CCSc1ccc(F)cc1)c1c(N)n(Cc2ccccc2)c(=O)[nH]c1=O	3	6	-2	1	-3	22	-3	0.5	1	-3
CCOC(=O)C1=C(C)NC(=O)NC1c1ccc(OC(C)C(=O)O)c(OC)c1 (centres undefined)	-1	-6	9	-2	2	5	-5	0.7	0	-1
COc1ccc([N+](=O)[O-])cc1NC(=O)C(C)OC(=O)CC1CCCC1 (centres undefined)	-7	-1	-1	0	2	-10	3	-1.1	1	-11
CSc1ncccc1C(=O)OCC(=O)NC(N)=O	-4	4	4	3	-1	-1	-5	1.3	-1	-3
Cc1ccc([N+](=O)[O-])cc1N(CC(=O)NCC1CCCO1)S(C)(=O)=O (centres undefined)	-1	6	-4	0	-1	-2	-7	-1.2	-3	1
CCCCNC(=S)NCCN1CCN(C(=S)NCCCC)CC1	-5	-17	-3	4	5	4	5	-0.7	-1	0
Cc1ccc(C)c(N2CCN(C(=O)CCCN3C(=S)NC(C)(C)CC3C)CC2)c1 (centres undefined)	4	1	-2	-2	0	5	1	-0.7	-4	3
CCOc1ccccc1CN1CCN(Cc2cccc3c2OCO3)CC1CCO (centres undefined)	5	-2	4	-4	-2	1	1	-0.9	2	12
CC1=C(C(=O)Nc2cccc(C)n2)C(c2ccc3c(c2)OCO3)C2=C(CC(c3ccco3)CC2=O)N1 (centres undefined)	1	4	-1	5	-3	5	9	0.1	5	-6

Some entries already given, reduced to PRMT1 FP inh, mABHD4 FP and LEDGF integ inh.
mol,PRMT1 FP inh,mABHD4 FP,LEDGF integ inh
CC(C)CCN(C(=O)CCSc1ccc(F)cc1)c1c(N)n(Cc2ccccc2)c(=O)[nH]c1=O,1,22,1
CCOC(=O)C1=C(C)NC(=O)NC1c1ccc(OC(C)C(=O)O)c(OC)c1 (centres undefined),-2,5,0
COc1ccc([N+](=O)[O-])cc1NC(=O)C(C)OC(=O)CC1CCCC1 (centres undefined),0,-10,1
CSc1ncccc1C(=O)OCC(=O)NC(N)=O,3,-1,-1
Cc1ccc([N+](=O)[O-])cc1N(CC(=O)NCC1CCCO1)S(C)(=O)=O (centres undefined),0,-2,-3

The main list resumes with the two entries that preceded the break.
SMILES	TCR CD3 inh	TDP2 absorb	Tn7 DDE FP	PRMT1 FP inh	UHRF1 MBD2 ctr	mABHD4 FP	SIAE primary	PG9 binder	LEDGF integ inh	HTRA1 inhibitor
CCOc1ccccc1CN1CCN(Cc2cccc3c2OCO3)CC1CCO (centres undefined)	5	-2	4	-4	-2	1	1	-0.9	2	12
CC1=C(C(=O)Nc2cccc(C)n2)C(c2ccc3c(c2)OCO3)C2=C(CC(c3ccco3)CC2=O)N1 (centres undefined)	1	4	-1	5	-3	5	9	0.1	5	-6
CC1=C(C#N)C(Nc2ccc(Cl)cn2)(C(F)(F)F)C(=O)N1 (centres undefined)	9	5	-1	-2	0	-1	-1	-1.1	-1	1
CCO[C@H]1OC(C(N)=O)=C[C@@H](c2ccccc2)[C@@H]1CCCO	7	11	3	73*	-1	-2	2	-0.3	-4	5
O=C(CSc1ncnc2c1oc1ccccc12)c1cccs1	-2	6	-2	-1	5	-2	2	29*	0	-2
O=C(CSc1nc(-c2ccccc2)cs1)Nc1ccccc1[N+](=O)[O-]	1	4	1	2	1	-5	-2	-1.1	1	-17
COC(=O)C1=C(CSc2nc3c(cc2C#N)CN(C)CC3)OC(N)=C(C#N)C1c1ccc(F)cc1 (centres undefined)	20*	5	4	13	0	14	7	-0.8	6	19
COc1cccc(CN(CC2CCCO2)S(=O)(=O)c2ccc(S(=O)(=O)N(C)C)cc2)c1 (centres undefined)	5	5	1	2	1	1	-4	0.1	-1	-4
C#CCN1C(C)=C(C(=O)OC)C(c2cccc([N+](=O)[O-])c2)C(C(=O)OCC)=C1C (centres undefined)	-1	7	4	0	-1	-6	-1	0.0	-1	-22
CN(CCO)c1cc(N2CCC3(CC2)OCCO3)c2nonc2c1[N+](=O)[O-]	5	3	3	-1	-13	5	7	-1.5	0	4
COCCn1c(Cc2ccccc2)nnc1SCC(=O)NC(C)(C)C	8	-8	3	-3	-2	5	-1	-3.5	1	-3
Cc1cc(Cl)c(OCCn2ccnc2)c(Br)c1	3	23	4	3	1	18	-5	0.3	2	0
O=C1/C(=C/c2ccccc2F)SC(=S)N1CCC(=O)N1CCCCC1CCO (centres undefined)	-7	-4	-5	6	1	-2	2	-1.0	-6	-17
O=c1[nH]ncc(N/N=C\c2cccs2)c1Cl	-9	-5	0	5	5	-6	-12	-3.2	1	0
CC1=C[C@]2(C[N+](Cc3ccccc3)=C(N)N2)n2c(=O)n(-c3ccccc3)c(=O)n2C1	/	1	2	1	-3	3	2	/	2	/
Cc1ccc(C)c2[nH]c(=O)c(CN(Cc3nnnn3C3CCCCC3)CC3CCCO3)cc12 (centres undefined)	-7	2	-3	1	-2	2	-2	-1.3	2	-5
O=C(CN1CCN(Cc2ccccc2F)C1=O)NCCN1CCOCC1	-3	-8	-4	1	1	3	5	0.5	0	2
O=C(CCc1ccccc1)NN1C(=O)C2C3C=CC(O3)C2C1=O (centres undefined)	-8	8	2	57*	-1	0	1	2.8	-6	9
Cc1ccc(CN2CCN(/N=C/c3cccnc3)CC2)cc1	5	0	0	-1	-1	3	11	-1.1	1	6
CCOC(=O)c1sc(=S)n(-c2ccc(C)cc2)c1N	6	-1	1	-2	-2	-2	1	1.4	3	0
Cc1csc(NC(=O)c2ccc(COc3cccc(Cl)c3)o2)n1	/	-7	-4	6	4	-7	-22	/	0	/
COc1ccc(-n2nnnc2SCC(=O)Nc2ccccc2N2CCOCC2)cc1	5	0	7	2	-1	-1	-1	-0.9	0	0
O=C(CN1C(=O)c2cccc([N+](=O)[O-])c2C1=O)NNC(=O)c1ccc(F)cc1	0	-9	-3	1	2	-1	-3	-1.1	3	-1
O=C(NCc1cccs1)C1CC(=O)N(C2CCCC2)C1 (centres undefined)	-5	-1	-3	-3	3	3	4	-0.4	2	6
CCOCCn1c(CN2CCN(C(=O)c3ccco3)CC2)nc2c1c(=O)n(C)c(=O)n2C	-7	-2	-2	0	3	3	-2	-0.5	-4	-3
O=C(O)CSc1nnc(-c2ccncc2)n1CCc1ccccc1	7	7	4	-5	-1	6	-6	0.5	-1	5
